# RXFP1 agonist: activates the human relaxin receptor RXFP1. 0.3% of 370,000 active. HEK293T-RXFP1 cAMP TR-FRET, 30 min; response scale: percent of porcine relaxin response, buffer zero. Q9HBX9. Potency, µM (top dose mostly 57.5 µM), without a hit: at the top dose activation, hits mostly activators; note: % is set by controls: 0 for no effect and ±100 for the full control effect; nearly all actives have a fitted effect of over 60% in size; many of its hits are not listed in these tables
#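 HEK293T cells stably expressing RXFP1 were pretreated with the PDE4 inhibitor Ro 20174, exposed to compounds for 30 min at 37C, lysed, and cAMP was read by TR-FRET. Data normalized to buffer (basal) and 29 nM porcine relaxin (100%).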
# IDH1 R132H inh: inhibitors of human mutant IDH1 R132H; IDH1-R132H enzyme, NADPH consumption, diaphorase/resazurin fluorescence; Potency, µM (top dose mostly 76.6 µM), for the others: top-dose activity change, negative = inhibition, hits mostly inhibitors; 0.093% of 390,000 active; AID 602179; note: % is set by controls: 0 for no effect and ±100 for the full control effect; nearly all actives have a fitted effect of over 65% in size
#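 IDH1-R132H (0.5 ug/mL dispensed) in pH 7.5 Tris buffer was preincubated 30 min with compound, then given a substrate mix of 0.016 mM NADPH and 2 mM alpha-KG for 80 min at room temperature; remaining NADPH was read by diaphorase/resazurin fluorescence.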
# Vif-A3G inh: Vif-A3G binding inhibition | 0.076% of 410,000 active | Potency, µM (doses to about 46.1 µM), without a hit: top-dose activity, negative = active, usual class: inhibitors | HeLa A3G-eYFP + Vif (tagged APOBEC3G with the HIV-1 protein that degrades it), YFP fluorescence, overnight | Q9HC16 | AID 602310;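 note: % is set by controls: 0 for no effect and ±100 for the full control effect; nearly all actives have a fitted effect of over 60% in size; hits raise eYFP signal because A3G escapes Vif-driven loss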
#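 HeLa cells stably expressing Vif and C-terminally eYFP-tagged A3G, seeded overnight at 37 deg C, then exposed to compound by pintool overnight at 37 deg C. Rise in yellow fluorescence (Ex 488/Em 500-530, Acumen) marks blocked Vif-driven A3G degradation.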
# TrxR1 substrate: substrates of rat thioredoxin reductase 1; O89049; 0.01% of 390,000 active; AID 588456; Potency, µM (titrated, usually from 114 µM), inactives show at the top dose activity change, negative = substrate turnover; purified TrxR1 substrate turnover, NADPH consumption readout; note: % is set by controls: 0 for no effect and ±100 for the full control effect; nearly all actives have a fitted effect of over 50% in size
#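 Rat TrxR1, dispensed at 90 nM, was prereduced with 400 uM NADPH (final) for 5 min at ~22 deg C, then incubated with compound 15 min before 400 uM selenite. A first-read NADPH fluorescence drop versus no-compound background flagged substrates.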
# 12-LOX inh: inhibitors of human 12S-lipoxygenase ALOX12; P18054; purified 12hLO, xylenol orange hydroperoxide absorbance; Potency, µM (doses to about 108 µM), without a hit: at the highest dose activity change, negative = inhibition, most hits filed as inhibitors; 1.1% of 580,000 active; AID 1671190; note: % is set by controls: 0 for no effect and ±100 for the full control effect
# Target sequence (P18054 whole entry, looked up): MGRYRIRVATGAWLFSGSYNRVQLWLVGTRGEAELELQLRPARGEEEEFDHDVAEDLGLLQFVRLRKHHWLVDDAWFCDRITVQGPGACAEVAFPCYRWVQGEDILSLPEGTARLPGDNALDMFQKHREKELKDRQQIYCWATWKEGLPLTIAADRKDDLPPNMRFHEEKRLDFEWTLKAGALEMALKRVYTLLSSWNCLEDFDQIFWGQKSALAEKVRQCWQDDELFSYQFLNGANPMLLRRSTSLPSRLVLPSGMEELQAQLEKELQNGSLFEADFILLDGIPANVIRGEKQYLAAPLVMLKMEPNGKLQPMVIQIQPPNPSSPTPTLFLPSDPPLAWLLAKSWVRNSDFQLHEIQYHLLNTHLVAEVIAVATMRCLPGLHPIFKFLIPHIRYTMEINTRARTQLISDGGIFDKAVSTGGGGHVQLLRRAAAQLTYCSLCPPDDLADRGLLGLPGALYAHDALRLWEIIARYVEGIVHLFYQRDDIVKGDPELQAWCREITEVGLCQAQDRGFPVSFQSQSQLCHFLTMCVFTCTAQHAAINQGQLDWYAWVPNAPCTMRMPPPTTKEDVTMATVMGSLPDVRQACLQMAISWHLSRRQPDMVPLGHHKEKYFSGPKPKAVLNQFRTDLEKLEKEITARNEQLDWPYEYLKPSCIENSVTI
#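 Purified human 12hLO at 150 nM in 25 mM Hepes, 0.01% Triton X-100, pH 7.0, preincubated 15 min at room temperature with compound. Reaction started with 40 uM arachidonic acid, 30 min at room temperature. Hydroperoxide measured by Fe-xylenol orange, 573/405 nm absorbance ratio.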
# Vif-A3F inh: inhibitors of Vif-A3F interaction; 0.2% of 390,000 active; Potency, µM (series often up to 46.1 µM), inactives show at the highest dose activity, negative = active; AID 602313; HeLa A3F-eYFP + Vif (tagged APOBEC3F with the HIV-1 protein that degrades it), YFP fluorescence increase; note: % of control where 0% means no effect; nearly all actives have a fitted effect of over 65% in size
#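 HeLa cells stably expressing Vif plus C-terminally eYFP-tagged A3F were seeded, incubated overnight at 37 deg C, dosed with compound, incubated overnight again at 37 deg C. Yellow fluorescence (Ex 488/Em 500-530) reported blocked Vif-mediated A3F-eYFP degradation.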
# USP1 inh: blocks the human USP1/UAF1 deubiquitinase complex; O94782; 0.23% of 390,000 active; AID 743255; recombinant USP1/UAF1, Ub-Rhodamine cleavage fluorescence; Potency, µM (series often up to 57.1 µM), inactives show at the highest dose activity change, negative = inhibition, hits mostly inhibitors; note: % is set by controls: 0 for no effect and ±100 for the full control effect; nearly all actives have a fitted effect of over 60% in size; inactives centre near -12
#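 High-throughput fluorogenic screen: 1nM USP1/UAF1 complex, Ub-Rho substrate 150nM final, 50mM HEPES pH 7.8 with 0.5mM EDTA, 0.1 mg/ml BSA, 1mM TCEP and 0.01% Tween-20.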
# rTrxR1 inhibitor: rat TrxR1 inhibition; O89049; recombinant rTrxR1, NADPH fluorescence consumption, selenite substrate; Potency, µM (series often up to 114 µM), without a hit: at the top dose activity change, negative = inhibition, hits mostly inhibitors; 1% of 390,000 active; note: % is set by controls: 0 for no effect and ±100 for the full control effect; nearly all actives have a fitted effect of over 65% in size
#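 Rat TrxR1 (90 nM in the dispensed reagent) was pre-reduced with 400 uM NADPH for 5 min at room temperature, then incubated with compound for 15 min. After 400 uM selenite was added, NADPH fluorescence (Ex 340/Em 450 nm) was followed for 8 min.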
# RGS4 inh: blocks human RGS4-accelerated GTP hydrolysis; P49798; Transcreener GDP fluorescence polarization, RGS4-accelerated GTP hydrolysis; Potency, µM (doses to about 114 µM), without a hit: top-dose activity change, negative = inhibition, hits mostly inhibitors; 0.039% of 390,000 active; note: % is set by controls: 0 for no effect and ±100 for the full control effect; nearly all actives have a fitted effect of over 75% in size; some results filed as inactive show a strong effect at the top dose
# Target sequence (P49798 whole entry, looked up): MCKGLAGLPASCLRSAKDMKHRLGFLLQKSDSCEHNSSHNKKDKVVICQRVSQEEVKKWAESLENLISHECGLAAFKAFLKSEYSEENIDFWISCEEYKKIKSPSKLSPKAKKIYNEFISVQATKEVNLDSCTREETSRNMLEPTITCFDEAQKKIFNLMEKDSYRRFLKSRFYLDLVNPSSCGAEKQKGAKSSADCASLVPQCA
#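 MLSMR compounds (23 nl, pin-transferred) preincubated 10 min at room temperature with a 500nM (2x) first reagent, then RGS4 at 900nM (2x) plus Transcreener GDP mix added; fluorescence polarization (620/688 nm) read before and after 90 min at 30 °C.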
# Numbers without * were called inactive; u = inconclusive; x = not tested or not shown; & = joins results of further samples; [ ] = dose if it differs, or a comment. Calls come from the whole dose curve; as a rule, active = well fitted curve in the direction sought with a large enough effect; inconclusive = small, poorly fitted or top-dose-only effect, or another doubt; inactive = no such curve, though single readings can be large; an effect the other way counts as inactive or inconclusive. Potency is the fitted concentration of half-maximal effect.
1. CCOc1ccccc1NC(=O)CCn1cccc1
2. COc1ccc(-n2c(C)c(C)c3c(NCCCN(C)C)ncnc32)cc1
3. COc1ccc2cc(CN(CCCN3CCOCC3)Cc3nnnn3C3CCCCC3)c(=O)[nH]c2c1
4. CC1(C(=O)NC2CCCCC2)Cc2ccccc2C(=O)N1Cc1ccc(F)cc1 (stereo not given)
5. CC(c1ccc(Cl)cc1)n1c(-c2ccc3ccccc3n2)n[nH]c1=S (stereo not given)
6. Cc1cc(C(=O)Nn2cnnc2)ccc1[N+](=O)[O-]
7. CCn1ccnc1C(O)(c1ccccc1)c1ccccc1
8. Cn1c(CC(=O)Nc2ccccc2F)nnc1SCC(=O)Nc1nccs1

assay / compound	1	2	3	4	5	6	7	8
RXFP1 agonist	0.4%	-0.1%	2.7%	0.7%	2.3%	0.8%	-2.9%	3.7%
IDH1 R132H inh	-4%	-15%	3%	x	u	10%	2%	-8%
Vif-A3G inh	4%	2%	-1%	x	0%	-1%	1%	0%
TrxR1 substrate	16%[57.1 µM]	0%	15%[57.1 µM]	-3%	-5%[57.1 µM]	-6%	-2%	7%
12-LOX inh	11%	9%	-8%	-22%	u	0%	4%	-3%
Vif-A3F inh	-1%	14%	-13%	x	-14%	1%	1%	4%
USP1 inh	4%	-13%	-20%	-19%	-20%	-19%	-8%	-7%
rTrxR1 inhibitor	19%	11%	-24%[57.1 µM]	6%	u	17%	17%	24%
RGS4 inh	-5%	9%[56.9 µM]	-12%	42%	-23%	-10%	17%	17%

9. CC(C)Nc1cc(C(C)(C)C)nc2c(-c3ccccc3)cnn12
10. Cc1cc2n(n1)C(c1ccco1)Nc1ccccc1-2 (stereo not given)
11. O=C1C2CC=C(Cl)CC2C(=O)N1CC1OCCc2ccccc21 (stereo not given)
12. C[C@H](CO)N1C[C@H](C)[C@@H](CN(C)S(=O)(=O)c2ccccc2)Oc2ccc(NC(=O)c3ccncc3)cc2C1=O
13. Cc1ccccc1Cn1c(=N)n(CC(O)c2ccco2)c2ccccc21 (stereo not given)
14. COc1ccc2nc(N3CCN(C(=O)c4ccc5ncsc5c4)CC3)sc2c1
15. Cc1ccnc(Sc2nc3c(c(=O)[nH]c(=O)n3C)n2CCCc2ccccc2)n1
16. CCc1cc(Cl)c(OC)c(C(=O)NC[C@@H]2CCCN2CC)c1O

assay / compound	9	10	11	12	13	14	15	16
RXFP1 agonist	2.4%	2.6%	28%	x	1.0%	0.2%	2.9%	x
IDH1 R132H inh	1%	9%	4%	14%	3%	-4%	8%	-4%&10%
Vif-A3G inh	-9%	-1%	0%	0%	-1%	0%	-3%	4%&1%
TrxR1 substrate	23%[57.1 µM]	19%	-1%	0%	0%	23%	-3%	-5%&1%
12-LOX inh	280%[activator]	-25%	20µM*	-10%	-2%	12%	-12%&13%	u
Vif-A3F inh	-18%	0%	x	-3%	-20%	0%	x	-4%&-8%
USP1 inh	-16%	-22%	-9%	-18%	-17%	-17%	-20%	7%&-26%
rTrxR1 inhibitor	47%	-7%	u	-4%	-14%	12%	2%	4%&14%
RGS4 inh	-10%	29%	-14%	-11%	-17%	-24%	10%	9%&8%

# Molecules listed so far with fluorine (two):
4. CC1(C(=O)NC2CCCCC2)Cc2ccccc2C(=O)N1Cc1ccc(F)cc1 (stereo not given)
8. Cn1c(CC(=O)Nc2ccccc2F)nnc1SCC(=O)Nc1nccs1

assay / compound	4	8
RXFP1 agonist	0.7%	3.7%
IDH1 R132H inh	x	-8%
Vif-A3G inh	x	0%
TrxR1 substrate	-3%	7%
12-LOX inh	-22%	-3%
Vif-A3F inh	x	4%
USP1 inh	-19%	-7%
rTrxR1 inhibitor	6%	24%
RGS4 inh	42%	17%

# The list goes on.
17. COCCNC(=O)/C(C#N)=C/c1ccc(OC(=O)c2cccs2)c(OC)c1
18. CCc1cnc2c(c1SCC(=O)Nc1ccc(C(=O)OC)cc1)c(=O)n(C)c(=O)n2C
19. O=C(Cc1ccc(Cl)cc1)Nc1ccncc1
20. O=C(CSc1nnc(C2COc3ccccc3O2)o1)N1CCOCC1 (stereo not given)
21. CC(=O)NC(CC(=O)OCC(=O)N1CCN(S(=O)(=O)c2ccc(C)cc2C)CC1)c1ccccc1 (stereo not given)
22. CN(C)c1ccc(-c2nc3cc(N)ccc3o2)cc1
23. O=C(Cn1ncc(Cl)c(Cl)c1=O)NC(=O)NC1CCCCC1
24. CC1(C)CN(c2ccccc2)C(=O)[C@H]1CC(=O)Nc1ccccc1

assay / compound	17	18	19	20	21	22	23	24
RXFP1 agonist	1.5%	2.0%	1.7%	-1.4%	-0.4%	28µM*	x	x
IDH1 R132H inh	0%	0%	-8%	11%	-10%	3%	14%	-3%
Vif-A3G inh	-1%	-3%	1%	0%	0%	4%	u	-1%
TrxR1 substrate	-24%[57.1 µM]	2%[57.1 µM]	3%[57.1 µM]	-8%[57.1 µM]	0%	67%[activator]	15%[57.1 µM]	x
12-LOX inh	-16%	-6%	-6%	-7%	99%[activator]	u	u	10%
Vif-A3F inh	-29%	1%	12%	-7%	-8%	-1%	-4%	-8%
USP1 inh	-13%	-17%	-1%	-12%	6%	-15%	-15%	-19%
rTrxR1 inhibitor	-4%[57.1 µM]	18%[57.1 µM]	12%	6%	12%	-16%	-50%[57.1 µM]	x
RGS4 inh	u	-12%	-19%	-14%	17%	7%	-12%	x

25. CC(C)OP(=O)(OC(C)C)C(Nc1cccc(C(=O)O)c1)c1ccccc1 (stereo not given)
26. Cc1ccc(C2C(C(=O)c3cccs3)=C(O)C(=O)N2c2nnc(C)s2)cc1 (stereo not given)
27. COc1cccc(CNC(=O)C2CC(=O)N(C3CCCCCCC3)C2)c1 (stereo not given)
28. Cc1ccc(-n2ncc(C#N)c2/N=C/N2CCOCC2)cc1
29. CN(C)c1ccc(Nc2ccc([N+](=O)[O-])cn2)cc1
30. COc1cccc(CNC(=O)C2CCN(S(=O)(=O)c3ccc4c(ccn4C)c3)CC2)c1
31. O=C(CN1CCN(C(=O)C2CCCO2)CC1)Nc1cc(Cl)ccc1Cl (stereo not given)
32. Cc1c2c(=O)n(-c3nc4ccccc4s3)nc-2cc(O)n1Cc1ccccc1

assay / compound	25	26	27	28	29	30	31	32
RXFP1 agonist	1.6%	20µM*	-2.2%	-0.2%	-2.1%	-0.5%	3.0%	6.3%
IDH1 R132H inh	-5%	7%	12%	8%	-4%	-6%	8%	-3%
Vif-A3G inh	0%	u	2%	-8%	1%	-1%	-9%	-5%
TrxR1 substrate	38%[activator]	-2%[57.1 µM]	1%	-11%	-13%	-2%[57.1 µM]	4%	1%
12-LOX inh	-1%	u	12%	0%	-26%	-10%	-8%	x
Vif-A3F inh	2%	u	-5%	3%	2%	2%	3%	-2%
USP1 inh	0%	u	-5%	-9%	2%	3%	-20%	-22%
rTrxR1 inhibitor	-2%	5%[57.1 µM]	22%	-9%	-10%	16%[57.1 µM]	13%	-20%
RGS4 inh	2%	19%	-5%	-25%	-8%	17%	-25%	u

# The list goes on (3 carried over from the part before).
30. COc1cccc(CNC(=O)C2CCN(S(=O)(=O)c3ccc4c(ccn4C)c3)CC2)c1
31. O=C(CN1CCN(C(=O)C2CCCO2)CC1)Nc1cc(Cl)ccc1Cl (stereo not given)
32. Cc1c2c(=O)n(-c3nc4ccccc4s3)nc-2cc(O)n1Cc1ccccc1
33. CCC(Cc1ccccc1)NC(=O)C1CCC(CNc2c(N3CCCC3)c(=O)c2=O)CC1 (stereo not given)
34. COc1ccc(OC)c(C(=O)NC(CC(N)=O)c2ccc(NCCN3CCCCC3)c([N+](=O)[O-])c2)c1 (stereo not given)
35. Fc1ccc(Nc2nc(Oc3ccc4c(c3)OCO4)nc(N3CCOCC3)n2)c(F)c1
36. COc1cccc(NC(=O)CSc2nc(=O)n(Cc3cccnc3)c3c2CCC3)c1

assay / compound	30	31	32	33	34	35	36
RXFP1 agonist	-0.5%	3.0%	6.3%	-0.1%	-0.8%	3.3%	3.3%
IDH1 R132H inh	-6%	8%	-3%	-2%	14%	-5%	0%
Vif-A3G inh	-1%	-9%	-5%	0%	-1%	1%	0%
TrxR1 substrate	-2%[57.1 µM]	4%	1%	-3%	10%	4%[57.1 µM]	-2%[57.1 µM]
12-LOX inh	-10%	-8%	x	10%	2%	-1%	-23%
Vif-A3F inh	2%	3%	-2%	-8%	-3%	1%	2%
USP1 inh	3%	-20%	-22%	-13%	-23%	-21%	u
rTrxR1 inhibitor	16%[57.1 µM]	13%	-20%	13%	10%[57.1 µM]	4%[57.1 µM]	6%[57.1 µM]
RGS4 inh	17%	-25%	u	10%	-22%	1%	-1%

# Screening results as filed in PubChem BioAssay.

# Not all compounds are listed, so the mix of outcomes need not match the whole.
